PKA-R1A act: PKA-R1A complex activation. P00514+P68181. PKA-R1A dissociation, Cy5-IP20 fluorescence polarization; scaled: DMSO 0%, 113 µM cGMP 100%. activation, % at 11.4 µM. 340,000 compounds, 0.083% hits. AID 504707;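 active = percent activation above the mean of all tested compounds plus 3 SD, cut at about 19% in these data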;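 also: higher means more PKAc released from R1A so a rise in polarization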
PKA-R2B activ: PKA-R2B complex activation. P22694+P31323. 340,000 compounds, 0.079% hits. PKA-R2B holoenzyme dissociation, Cy5-IP20 fluorescence polarization; R2B truncated from residue 108, S112A mutant; 0% DMSO only, 100% 113 µM cGMP. activation, % at 11.4 µM;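 active = activation above a cutoff set at the mean over all compounds plus 3 SD, cut at about 18% in these data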;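 also: higher means more holoenzyme dissociation and a rise in polarization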
Target sequence (P31323 whole entry, looked up, other chains not shown, the tested form may be a part): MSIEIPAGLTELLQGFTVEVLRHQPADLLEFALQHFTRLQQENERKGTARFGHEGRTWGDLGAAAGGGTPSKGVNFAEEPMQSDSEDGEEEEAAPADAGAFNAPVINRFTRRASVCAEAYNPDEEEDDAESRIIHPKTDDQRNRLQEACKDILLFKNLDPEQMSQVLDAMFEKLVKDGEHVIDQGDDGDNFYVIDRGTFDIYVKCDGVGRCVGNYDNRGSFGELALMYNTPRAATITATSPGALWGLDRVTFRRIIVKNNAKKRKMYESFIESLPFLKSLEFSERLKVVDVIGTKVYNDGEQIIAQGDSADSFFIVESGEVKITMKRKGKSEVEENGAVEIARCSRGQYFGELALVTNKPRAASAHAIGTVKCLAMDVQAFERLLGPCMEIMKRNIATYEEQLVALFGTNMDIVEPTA
Starred values were filed as active, the others as inactive. These rows are one share of the data. The share of hits here may be higher or lower than overall.

no.	Structure	PKA-R1A act	PKA-R2B activ
1	COc1ccc(CN2C(=O)C(CC(=O)NC3CCCC3)CC(C(=O)N(C)C)=C2C)cc1 (centres undefined)	-13	-5
2	CN1CCn2cnc(C(=O)NCc3ccccc3)c2C1=O	7	6
3	COCC(=O)N(C)C[C@H]1Oc2cc(Br)ccc2S(=O)(=O)N([C@H](C)CO)C[C@H]1C	-5	-1
4	C/C=C/c1ccc2c(c1)O[C@H](CN(C)CC1CCOCC1)[C@@H](C)CN([C@H](C)CO)S2(=O)=O	0	7
5	O[C@H]1C[C@H](c2ccc(Cl)cc2)N(Cc2cccs2)C[C@@H]1n1cc(C2CC2)nn1	-17	-5
6	C[C@H](CO)N1C[C@H](C)[C@@H](CN(C)Cc2ccncc2)OCc2cnnn2CCCC1=O	2	-7
7	C[C@H](CO)N1C[C@H](C)[C@H](CN(C)S(=O)(=O)c2ccc(-n3cccn3)cc2)OCc2cnnn2CCCC1=O	-8	-2
8	CCOC(=O)N(C)C[C@H]1OCc2cnnn2CCCC(=O)N([C@@H](C)CO)C[C@H]1C	1	0
9	CCCCN1C(=O)C(CC(=O)NC2CCCC2)CC(C(=O)N(CC)CC)=C1C (centres undefined)	-13	6
10	C[C@H]1CN([C@@H](C)CO)C(=O)CCCn2nncc2CO[C@H]1CN(C)S(=O)(=O)c1ccc2c(c1)OCCCO2	4	0
11	C[C@@H]1CN([C@H](C)CO)C(=O)CCCn2nncc2CO[C@H]1CN(C)Cc1ccccc1	-14	2
12	O[C@@H]1C[C@H](c2ccccc2)N(Cc2cccs2)C[C@H]1n1cc(C2CC2)nn1	8	-5
13	O=C(NCc1cc(C(F)(F)F)ccc1Cl)c1cccc2c1C(=O)c1ccc(N3CCC(N4CCCCC4)CC3)cc1S2(=O)=O	-1	-6
14	CCN(CC)C(=O)C1=C(C)N(Cc2ccc(F)cc2)C(=O)C(CC(=O)NCc2ccco2)C1 (centres undefined)	-8	-2
15	CC1C(=O)N(Cc2cn(CCC3OCCO3)nn2)CCS(=O)(=O)N1Cc1ccc(-c2ccccc2)cc1 (centres undefined)	-1	0
16	CCN1C(=O)[C@H]2[C@@H](c3ccc(C(F)(F)F)cc3)N[C@]3(CCCN(Cc4ccc(C(F)(F)F)cc4)C3=O)[C@H]2C1=O	-7	-2

Random excerpt: three compounds from above
no.	Structure	PKA-R1A act	PKA-R2B activ
10	C[C@H]1CN([C@@H](C)CO)C(=O)CCCn2nncc2CO[C@H]1CN(C)S(=O)(=O)c1ccc2c(c1)OCCCO2	4	0
12	O[C@@H]1C[C@H](c2ccccc2)N(Cc2cccs2)C[C@H]1n1cc(C2CC2)nn1	8	-5
13	O=C(NCc1cc(C(F)(F)F)ccc1Cl)c1cccc2c1C(=O)c1ccc(N3CCC(N4CCCCC4)CC3)cc1S2(=O)=O	-1	-6

4 of the compounds above, with each value named:
13: O=C(NCc1cc(C(F)(F)F)ccc1Cl)c1cccc2c1C(=O)c1ccc(N3CCC(N4CCCCC4)CC3)cc1S2(=O)=O
  PKA-R1A act: -1
  PKA-R2B activ: -6

14: CCN(CC)C(=O)C1=C(C)N(Cc2ccc(F)cc2)C(=O)C(CC(=O)NCc2ccco2)C1 (centres undefined)
  PKA-R1A act: -8
  PKA-R2B activ: -2

15: CC1C(=O)N(Cc2cn(CCC3OCCO3)nn2)CCS(=O)(=O)N1Cc1ccc(-c2ccccc2)cc1 (centres undefined)
  PKA-R1A act: -1
  PKA-R2B activ: 0

16: CCN1C(=O)[C@H]2[C@@H](c3ccc(C(F)(F)F)cc3)N[C@]3(CCCN(Cc4ccc(C(F)(F)F)cc4)C3=O)[C@H]2C1=O
  PKA-R1A act: -7
  PKA-R2B activ: -2

Later entries:
no.	Structure	PKA-R1A act	PKA-R2B activ
17	CN1OC[C@@H]2CN[C@H](c3ccc(-c4cc5ccccc5o4)cc3)C[C@@H]21	-2	-6
18	C[C@@H]1CN([C@H](C)CO)C(=O)c2c(c3ccccc3n2C)-c2ccccc2CO[C@@H]1CN(C)Cc1ccc(O)cc1	-1	-3
19	CC(C)OC(=O)N(C)C[C@@H]1OCc2cnnn2CCCC(=O)N([C@@H](C)CO)C[C@@H]1C	-3	0
20	COCC(=O)N(C)C[C@@H]1Oc2cc(-c3ccc(F)cc3)ccc2S(=O)(=O)N([C@H](C)CO)C[C@H]1C	1	2
21	CSc1ncnc2c1ncn2CCCNCC(C)c1ccccc1 (centres undefined)	-10	-3
22	C[C@H](CO)N1C[C@H](C)[C@@H](CN(C)S(=O)(=O)c2cccc(F)c2)OCc2cn(nn2)CCCC1=O	0	6
23	COc1ccc([C@H]2N[C@]3(CCCN(Cc4ccco4)C3=O)[C@H]3C(=O)N(C)C(=O)[C@@H]23)cc1	-5	-1
24	CN(CCCn1ccc(NC(=O)OCc2ccccc2)nc1=O)CCc1ccccn1	6	-10
25	CCCC1NC(=O)c2cccnc2-n2c1nc1cc(C)cc(C)c1c2=O (centres undefined)	3	-13
26	Cc1cn([C@H]2C[C@H](O)[C@@H](CNCc3ccc(C#CCCO)cc3)O2)c(=O)[nH]c1=O	7	-4
27	C[C@@H]1CN([C@H](C)CO)C(=O)CCCn2cc(nn2)CO[C@H]1CN(C)C(=O)Nc1ccc2c(c1)OCO2	-15	-7
28	C[C@@H]1CCCCO[C@H](CN(C)Cc2ccc(C(F)(F)F)cc2)[C@H](C)CN([C@@H](C)CO)C(=O)c2cc(NC(=O)Cc3ccccc3)ccc2O1	-7	-2
29	CN(C(=O)NC1CCCCC1)[C@H]1C[C@H]2c3[nH]c4ccccc4c3CCN2C(=O)[C@H]1CO	-5	-4
30	C[C@H]1CN([C@@H](C)CO)S(=O)(=O)c2ccc(C#CC(C)(C)O)cc2O[C@H]1CN(C)Cc1ccccc1	-17	-13
31	COc1ccc(NC(=O)C[C@H]2C(=O)N(CCc3ccccc3)C[C@@H]2CSC)cc1	-16	-2
32	CCCCN1C(=O)C(CC(=O)NCCCN(C)C)CC(C(=O)N(CC)CC)=C1C (centres undefined)	7	1
33	CCN(CC)C(=O)C1=C(C)N(CCC2=CCCCC2)C(=O)C(CC(=O)NC(c2ccccc2)c2ccccc2)C1 (centres undefined)	-4	6
34	O=C1NC(Cc2ccc(O)cc2)c2nc3cc(F)ccc3c(=O)n2-c2cc3ccccc3cc21 (centres undefined)	-4	-2
35	COc1ccc([C@H]2C[C@@H](n3cc(COC(=O)c4ccccc4)nn3)[C@H](O)CN2Cc2cccs2)cc1	-5	6
36	CC1NC(=O)c2cccnc2-n2c1nc1cc(F)ccc1c2=O (centres undefined)	-11	-2
37	CC(C)CC1C(=O)N(Cc2cn(CCC3OCCO3)nn2)CCS(=O)(=O)N1Cc1ccc(-c2cccc(CO)c2)cc1 (centres undefined)	-7	-6
38	COCC#Cc1cnc2c(c1)C(=O)N([C@H](C)CO)C[C@H](C)[C@@H](CN(C)S(=O)(=O)c1ccccc1)O2	1	4
39	C[C@@H]1CN([C@@H](C)CO)C(=O)CCCn2cc(nn2)CO[C@H]1CN(C)S(=O)(=O)c1ccccc1F	0	3
40	C[C@@H]1CN([C@H](C)CO)C(=O)CCCn2nncc2CO[C@@H]1CN(C)S(=O)(=O)c1ccc(Cl)cc1	3	-3

Taken from above:
Value of entry 32 in PKA-R1A act: 7
Value of entry 29 in PKA-R1A act: -5
Value of entry 11 in PKA-R1A act: -14
Value of entry 7 in PKA-R2B activ: -2
Value of entry 26 in PKA-R2B activ: -4
Value of entry 30 in PKA-R2B activ: -13

Other compounds.
no.	Structure	PKA-R1A act	PKA-R2B activ
41	C[C@@H]1CN([C@@H](C)CO)S(=O)(=O)c2ccc(C#CC3CCCCC3)cc2O[C@@H]1CN(C)Cc1cccnc1	-15	0
42	C[C@H](CO)N1C[C@H](C)[C@@H](CN(C)CC2CCOCC2)Oc2cc(C#Cc3ccccc3F)ccc2S1(=O)=O	-14	-3
43	C[C@H](CO)N1C[C@H](C)[C@H](CN(C)Cc2ccc(C(=O)O)cc2)OCc2ccccc2-c2c(n(C)c3ccccc23)C1=O	-5	9
44	O=C(c1cccs1)N1C[C@@H](O)[C@H](n2cc(C3CC3)nn2)C[C@@H]1c1ccccc1	-9	2
45	O=C(OCc1cn([C@@H]2CN(C(=O)C3CCCCC3)[C@@H](c3ccc(Cl)cc3)C[C@H]2O)nn1)c1ccccc1	10	2
46	Cc1ccc2c(=O)n3c(nc2c1)C(Cc1ccccc1)NC(=O)c1cc2ccccc2cc1-3 (centres undefined)	0	-12
47	C[C@@H]1CN([C@@H](C)CO)C(=O)CCCn2cc(nn2)CO[C@H]1CN(C)S(=O)(=O)c1cccc(F)c1	-4	3
48	CCCCCC(=O)N1C[C@@H](n2cc(-c3ccc(F)cc3)nn2)[C@H](O)C[C@@H]1c1ccccc1	-4	0
49	CC(C)COC(=O)N(C)C[C@H]1OCc2cn(nn2)CCCC(=O)N([C@H](C)CO)C[C@@H]1C	0	-4
50	C[C@H](CO)N1C[C@H](C)[C@@H](CN(C)C(=O)c2cc(-c3ccccc3)on2)OCc2cnnn2CCCC1=O	-1	-1
51	CCCCCC(=O)N1C[C@H](n2cc(C3CC3)nn2)[C@@H](O)C[C@@H]1c1ccc(Cl)cc1	5	8
52	CCN1C(=O)[C@H]2[C@@H](c3ccc(OC)cc3)N[C@]3(CCCN(CC4CCCCC4)C3=O)[C@H]2C1=O	3	-6
53	COC(=O)C[C@H]1C[C@@H]2c3cc(NC(=O)CN(C)C)ccc3O[C@@H]2[C@H](CO)O1	-6	0
54	CCCCCC(=O)N1C[C@@H](n2cc(C3CC3)nn2)[C@H](O)C[C@@H]1c1ccc(OC)cc1	0	-2
55	O=C(Nc1ccn(CCCN2CCN(c3ncccn3)CC2)c(=O)n1)OCc1ccccc1	1	-10
56	C[C@H]1Cn2cnc(C(=O)Nc3ccc(CNC(=O)OC(C)(C)C)cc3)c2C(=O)N1	0	-14
57	COC(=O)C[C@@H]1C[C@H]2c3cc(NS(C)(=O)=O)ccc3O[C@H]2[C@H](CO)O1	-6	-5
58	C[C@H](CO)N1C[C@H](C)[C@@H](CN(C)C(=O)CCCN(C)C)OCc2cn(nn2)CCCC1=O	-4	-5
59	COc1ccc([C@H]2N[C@]3(CCCN(Cc4ccc(Cl)cc4)C3=O)[C@H]3C(=O)N(Cc4ccccc4)C(=O)[C@@H]23)cc1	-10	-6
60	Cc1ccc([C@H]2N[C@]3(CCCN(Cc4ccc(C(F)(F)F)cc4)C3=O)[C@H]3C(=O)N(C)C(=O)[C@@H]23)cc1	-14	-10
61	Cc1cccc(S(=O)(=O)N(C)C[C@H]2OCc3cnnn3CCCC(=O)N([C@@H](C)CO)C[C@H]2C)c1	8	3
62	CN[C@H](C)C(=O)NC[C@H]1O[C@@H](n2ccc(N)nc2=O)[C@H](O)[C@@H]1O	3	-7
63	O=C1NC(Cc2ccc(O)cc2)c2nc3ccc(F)cc3c(=O)n2-c2ncccc21 (centres undefined)	5	1
64	COc1ccc2nc3n(c(=O)c2c1)-c1ncccc1C(=O)NC3C (centres undefined)	-7	2
65	O=C(C[C@H]1C(=O)N(Cc2cccnc2)C[C@@H]1Cc1ccccc1)Nc1ccc(Br)cc1	-12	-3
66	Cc1noc(C)c1S(=O)(=O)N(C)C[C@@H]1OCc2cnnn2CCCC(=O)N([C@H](C)CO)C[C@@H]1C	4	-5
67	CC(C)OC(=O)N(C)C[C@@H]1OCc2ccccc2-c2c(n(C)c3ccccc23)C(=O)N([C@@H](C)CO)C[C@H]1C	2	3
68	O=C(C1CCCCC1)N1C[C@H](O)[C@@H](n2cc(-c3ccc(F)cc3)nn2)C[C@@H]1c1ccccc1	5	-1

In another format: 2 of the compounds above.
| entry | PKA-R1A act | PKA-R2B activ | canonical_smiles |
| --- | --- | --- | --- |
| 3 | -5 | -1 | COCC(=O)N(C)C[C@H]1Oc2cc(Br)ccc2S(=O)(=O)N([C@H](C)CO)C[C@H]1C |
| 4 | 0 | 7 | C/C=C/c1ccc2c(c1)O[C@H](CN(C)CC1CCOCC1)[C@@H](C)CN([C@H](C)CO)S2(=O)=O |

High-throughput results as filed in PubChem.
